hgDAF-12 ag: agonists of H. glycines DAF-12 nuclear receptor; HEK293 GAL4-hgDAF12 UAS-luciferase reporter, agonist luminescence; normalized to butyrate control; activation, % at 6.8 µM; 370,000 tested, 1.8% active; AID 687014;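 active means activation above a cutoff set at the mean of all screened compounds plus 3 SD, cut at about 10% in these data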;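 further: 0% = DMSO wells and 100% = sodium butyrate wells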
GAA850 FXN act: increases GAA850 frataxin promoter reporter activity | HEK293 lucGAA850 FXN promoter luciferase reporter, 24 h; percent of 10 µM SAHA response | AID 540364 | activation, % at 6 µM | 360,000 tested, 0.56% active;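 active means activation above the average of all compounds screened plus 3 SD, cutoff fixed separately per campaign, cut at about 7.5% in these data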;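 further: 0% = DMSO wells and 100% = 10 µM SAHA wells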
sPLA2-III inh: Inhibits HGIII-sPLA2 liposome hydrolysis, primary screen; 370,000 tested, 0.56% active; inhibition, % at 12.2 µM; AID 743126; QFRET BODIPY PC-A2 liposome hydrolysis, fluorescence; Q9NZ20;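 active means inhibition above mean plus 3 SD of compounds lying within the high and low control bounds, cut at about 19% in these data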;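 further: 0% = median of test compound wells and 100% = no enzyme DMSO wells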
Target sequence (Q9NZ20 whole entry, looked up): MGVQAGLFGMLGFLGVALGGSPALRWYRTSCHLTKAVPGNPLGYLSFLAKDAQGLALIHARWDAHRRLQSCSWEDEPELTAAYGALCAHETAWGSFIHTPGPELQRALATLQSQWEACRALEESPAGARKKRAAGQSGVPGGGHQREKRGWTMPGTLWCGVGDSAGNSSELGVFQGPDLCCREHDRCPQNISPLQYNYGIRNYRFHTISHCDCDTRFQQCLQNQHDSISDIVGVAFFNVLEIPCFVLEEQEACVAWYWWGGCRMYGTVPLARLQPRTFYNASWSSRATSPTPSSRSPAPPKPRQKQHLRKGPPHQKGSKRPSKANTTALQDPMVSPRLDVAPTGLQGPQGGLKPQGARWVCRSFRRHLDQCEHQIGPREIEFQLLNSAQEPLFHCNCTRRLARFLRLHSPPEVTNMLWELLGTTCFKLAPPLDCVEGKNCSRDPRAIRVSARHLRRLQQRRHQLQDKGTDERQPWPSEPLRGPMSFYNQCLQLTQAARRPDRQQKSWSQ
ssDAF-12 act: activators of S. stercoralis DAF-12 nuclear receptor. activation, % at 6.8 µM. HEK293 ssDAF-12/GRIP1 lit1-tk-luc reporter, luminescence; % of 3 µM dafachronic acid response. AID 652126. 370,000 tested, 1% active;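 active means activation above the mean over all tested compounds plus 3 SD, cut at about 0.9% in these data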;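 further: 0% = DMSO-only wells and 100% = 3 µM delta7-dafachronic acid wells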
PG9 binder: small molecules binding HIV-1 gp120 antibody PG9; TR-FRET gp120-PG9 antibody binding; inhibition, % at 6.7 µM; 360,000 tested, 0.43% active; AID 624416; in the data active means inhibition above about 8.5%
DAX1 inh-1: DAX1 (NR0B1) inhibition, primary screen; 370,000 tested, 1.1% active; HEK293T StAR-luciferase reporter, SF-1/DAX-1 repression relief; inhibition, % at 6.8 µM; AID 652010;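 active means inhibition above the mean over all tested compounds plus 3 SD, cut at about 3.6% in these data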;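 further: 0% = DAX-1 cells with DMSO and 100% = cells lacking DAX-1 with DMSO; higher inhibition means more luminescence from relief of DAX-1 repression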
SMARCA2 activ: increases SMARCA2 function in MMTV reporter cells | MG213 cells, MMTV-luciferase reporter, dexamethasone, overnight | activation, % at 9.1 µM | 370,000 tested, 1% active; in the data active means activation above about 7.8%;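 further: 0% = vehicle wells and 100% = reference activator wells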
PLC-beta3 inh: inhibitors of human phospholipase C beta3. inhibition, % at 12.2 µM. 370,000 tested, 0.18% active. Purified PLC-beta3, fluorogenic substrate, fluorescence. Q01970; in the data active means inhibition above about 11%;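 further: 0% = median of compound wells on plate and 100% = full blocker control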
Rev-erbA mod: modulates human Rev-erb alpha binding to DNA. Rev-erbα–FITC-DNA binding, fluorescence polarization, 90 min. activity, % at 10 µM. P20393. 370,000 tested, 0.79% active;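 active means activity above about 14%, limit read from the data; passing the limit was not always enough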;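 further: 0% = DMSO wells with 35 nM protein and 100% = DMSO wells with 750 nM protein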
DAX1 inh-2: NR0B1 (DAX1) inhibition | AID 504766 | P51843 | HEK293 Gal4-DAX1 luciferase reporter, luminescence | inhibition, % at 6.75 µM | 340,000 tested, 0.99% active;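 active means inhibition above the mean over all tested compounds plus 3 SD, cut at about 4.2% in these data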;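 further: 0% = DAX1-transfected cells with DMSO and 100% = empty-vector control cells with DMSO; inhibition shows as a rise in luminescence from relieved DAX1 repression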
Target sequence (P51843 207-470 limits assumed): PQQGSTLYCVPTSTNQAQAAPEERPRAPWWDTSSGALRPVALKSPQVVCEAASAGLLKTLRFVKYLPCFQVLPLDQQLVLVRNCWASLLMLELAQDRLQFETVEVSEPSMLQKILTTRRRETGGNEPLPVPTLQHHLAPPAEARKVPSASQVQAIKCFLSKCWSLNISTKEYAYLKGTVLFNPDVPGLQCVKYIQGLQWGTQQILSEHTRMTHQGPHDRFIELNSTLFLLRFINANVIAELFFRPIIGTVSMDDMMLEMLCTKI
hcDAF-12 act: activators of H. contortus DAF-12 nuclear receptor. activation, % at 6.8 µM. AID 652067. 370,000 tested, 1.4% active. HEK293 hcDAF-12 lit1-tk-luc reporter, luminescence; 0% DMSO, 100% Δ7-dafachronic acid;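 active means activation above the mean of all tested compounds plus 3 SD, cut at about 5.5% in these data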;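 further: 100% = response to 3 µM Δ7-dafachronic acid high control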
An asterisk follows results filed as active; / = no result given.

smiles	hgDAF-12 ag	GAA850 FXN act	sPLA2-III inh	ssDAF-12 act	PG9 binder	DAX1 inh-1	SMARCA2 activ	PLC-beta3 inh	Rev-erbA mod	DAX1 inh-2	hcDAF-12 act
COc1cc(C)nc(Oc2ccc(OCCOc3ccc(C)cc3)nn2)n1	2.0	-1.1	-1	-1.5	0.2	0.1	-3	1	1	-0.2	-0.6
Cc1ccccc1OC(=O)C1C(c2ccccc2)C(C(=O)O)C1c1ccccc1 (stereo unspecified)	3.0	-0.2	0	0.1	-1.4	0.4	-4	3	0	5.0*	5.0
COc1ccc2c(CC(=O)OCC(=O)NC(N)=O)coc2c1	0.4	2.0	0	-1.6	1.5	0.1	6	-10	-1	1.3	1.3
O=C(OCn1nnc2ccccc2c1=O)C12CC3CC(CC(O)(C3)C1)C2	0.2	1.2	2	-0.9	-1.0	1.2	-5	-2	7	-0.8	-1.4
CCCCNc1nc2ccccc2nc1Cl	1.6	3.3	-2	-1.4	-0.6	-0.1	-2	-2	2	-1.2	0.4
COc1ccc(OCCn2c(C)nc3ccccc32)cc1	-1.0	2.7	2	-0.9	1.1	-0.6	-7	3	-9	0.4	-1.2
CCCNC(=O)C1(C)CCCN(C(=O)c2ccccc2OC)C1 (stereo unspecified)	1.5	0.4	2	0.5	-1.7	-0.3	-1	1	-7	/	-0.3
Nc1c(C(=O)CSc2nnnn2-c2ccccc2)c(=O)[nH]c(=O)n1C1CC1	-0.6	-0.1	-4	-0.7	-3.5	-0.6	-3	4	-3	-0.4	-0.2
O=[N+]([O-])c1cccc(S(=O)(=O)N2CCc3ccccc3C2)c1	-0.4	2.1	-2	-1.0	-1.0	0.2	-1	-4	3	-0.2	-0.4
CC1(C(=O)NS(=O)(=O)c2cccs2)CCN1C(=O)C1(c2ccc(Cl)cc2)CCC1 (stereo unspecified)	-3.9	-0.1	-4	-1.5	-0.2	-0.4	2	3	9	/	-2.0
CCc1cccc2c(C(=O)C(F)(F)F)cn(CC(=O)N3CCOCC3)c12	1.3	1.6	-8	-1.3	-1.8	-0.3	-1	4	-9	-1.8	-1.0
C=CCNC(=O)CC1C(=O)NCCN1Cc1ccc(-c2ccccc2)cc1 (stereo unspecified)	-2.8	-0.8	-3	-1.6	-3.0	0.2	-4	-1	0	-0.7	-0.7
CCOC(=O)CC(NC(=O)C1c2ccccc2Oc2ccccc21)c1ccccc1Cl (stereo unspecified)	3.2	-4.5	-5	-2.0	-0.1	0.0	6	2	2	0.2	-0.7
CCOC(=O)c1ccc(NC(=S)N2CCCC(C)C2)cc1 (stereo unspecified)	-1.7	1.0	6	-0.8	-0.4	0.6	2	1	0	1.6	-0.7
COc1ccccc1/C=C/C(=O)NCc1ccccn1	2.4	0.3	4	-0.6	-2.3	0.2	1	-8	0	1.2	-1.8
CCN(CC)CCCNC(=O)Cn1ncc2c(=O)oc3ccc(C)cc3c21	2.1	-0.2	-6	-1.3	-0.9	0.3	-1	0	-4	0.0	2.5
COc1ccc(C(=O)NCC(=O)OCC(=O)c2ccc(Cl)cc2)cc1OC	-1.4	2.6	1	-1.6	0.6	-0.1	-4	-6	5	0.2	-0.7
COc1cc(NC(=O)C[n+]2ccc(C(=O)c3ccccc3)cc2)cc(OC)c1	4.1	-0.2	-43	-1.1	-1.9	0.1	-3	-3	-5	-0.2	-0.4
O=C(N/C(=C\c1ccco1)C(=O)N1CCOCC1)c1ccc([N+](=O)[O-])cc1	-0.2	0.7	-2	-1.0	-2.6	0.6	3	-23	4	-1.2	0.8
COc1ccc(C(NC(=O)/C=C\c2ccco2)c2ccc(OC)c(OC)c2)cc1 (stereo unspecified)	-1.0	1.8	-7	-1.5	-0.7	0.1	-1	-7	-4	-1.5	-0.1
CC12CC(NC(=O)N1c1cccc(C(=O)NCc3ccccn3)c1)c1ccccc1O2 (stereo unspecified)	-1.9	0.7	1	-0.5	-0.6	0.2	6	-3	0	-0.3	-0.7
CCCSc1cc(NCCOC(=O)CCC)c([N+](=O)[O-])c2nonc12	-0.9	3.7	0	-1.5	-1.4	-0.3	1	-4	2	1.1	0.3
Cc1nc2ccccc2c(=O)n1/N=C/c1cn[nH]c1-c1ccccc1	2.6	1.0	1	-1.7	-2.8	-0.1	-2	-7	4	/	-0.8
CCOC(=O)N1CCN(C(=O)c2ccc3c(c2)sc2nc(-c4ccccc4)cn23)CC1	7.3	-1.1	-12	-1.0	0.5	0.4	4	-18	0	-1.1	0.4
CNC(=O)c1c(C)nn(-c2ccc(F)c(Cl)c2)c1-c1cc(C)on1	-0.4	2.1	11	-1.4	0.8	0.3	0	-7	7	/	0.3
Cc1ccc(NC(=O)C(=O)NCc2ccc(/C=C(/C#N)C(=O)NCc3cccnc3)o2)cc1C	4.0	-0.6	1	-1.6	-0.4	-0.1	-2	2	-9	-0.9	-0.5
Cc1ccc(NC(=O)CN2CCc3ccccc3C2)cc1F	-0.3	1.1	1	-0.8	-6.6	0.5	-5	-4	-3	-0.7	-0.2
CN(C(=O)c1cccc(NC(=O)Cc2ccc(NC(=O)C3CCCN(C(=O)C4CCC4)C3)cc2)c1)C1CCCCC1 (stereo unspecified)	-1.8	-3.0	-22	-1.8	0.3	-2.5	-2	-3	-2	-2.0	-1.4
CCOC(=O)Nc1ccc2c(CN(C)Cc3ccc(F)cc3)cc(=O)oc2c1	2.3	-0.8	0	-1.0	-0.8	0.4	-2	-84	10	-1.1	-1.0
Cc1cccc(NC(=O)COC(=O)c2ccc3c(=O)n4c(nc3c2)CCC4)c1	7.0	0.9	-4	-1.0	-2.0	0.0	5	-12	1	0.8	2.6

3 of the entries above in order of the DAX1 inh-1 value, rising.
molecule	DAX1 inh-1
CN(C(=O)c1cccc(NC(=O)Cc2ccc(NC(=O)C3CCCN(C(=O)C4CCC4)C3)cc2)c1)C1CCCCC1 (stereo unspecified)	-2.5
CC12CC(NC(=O)N1c1cccc(C(=O)NCc3ccccn3)c1)c1ccccc1O2 (stereo unspecified)	0.2
CCOC(=O)N1CCN(C(=O)c2ccc3c(c2)sc2nc(-c4ccccc4)cn23)CC1	0.4

Molecules shown so far that contain a nitro group on carbon (3):
smiles	hgDAF-12 ag	GAA850 FXN act	sPLA2-III inh	ssDAF-12 act	PG9 binder	DAX1 inh-1	SMARCA2 activ	PLC-beta3 inh	Rev-erbA mod	DAX1 inh-2	hcDAF-12 act
O=[N+]([O-])c1cccc(S(=O)(=O)N2CCc3ccccc3C2)c1	-0.4	2.1	-2	-1.0	-1.0	0.2	-1	-4	3	-0.2	-0.4
O=C(N/C(=C\c1ccco1)C(=O)N1CCOCC1)c1ccc([N+](=O)[O-])cc1	-0.2	0.7	-2	-1.0	-2.6	0.6	3	-23	4	-1.2	0.8
CCCSc1cc(NCCOC(=O)CCC)c([N+](=O)[O-])c2nonc12	-0.9	3.7	0	-1.5	-1.4	-0.3	1	-4	2	1.1	0.3

New compounds follow.
smiles	hgDAF-12 ag	GAA850 FXN act	sPLA2-III inh	ssDAF-12 act	PG9 binder	DAX1 inh-1	SMARCA2 activ	PLC-beta3 inh	Rev-erbA mod	DAX1 inh-2	hcDAF-12 act
Cc1cn([C@H]2C[C@H](O)[C@@H](CCC(=O)NCCc3c[nH]c4ccccc34)O2)c(=O)[nH]c1=O	2.1	0.0	2	-0.5	0.2	1.7	-6	5	-6	-1.4	2.9
O=C(CCC(=O)N1CCOc2ccc(Cl)cc21)NCCCN1CCC(Cc2ccccc2)CC1	3.5	-1.1	-12	-0.6	-3.5	0.3	3	5	0	0.0	-1.2
O=S1(=O)CCC(NCC2CCCO2)C1 (stereo unspecified)	-1.4	1.7	0	-1.6	-0.4	-0.5	0	0	3	7.4*	-1.2
O=C(N/N=C/c1cccnc1)c1ccc(S(=O)(=O)N2CCCCCC2)cc1	-2.5	1.6	1	-1.3	-0.7	1.1	-3	-15	-1	2.0	0.1
COc1cccc(NC(=O)Nc2ccc(Cc3ccncc3)cc2)c1	9.0	1.6	-24	-1.4	1.1	-0.5	-2	2	1	-1.0	-1.6
COc1ccc(CNC(=O)CSc2nnc3c(n2)[nH]c2ccccc23)cc1	-1.1	1.6	-3	-0.8	-0.9	-0.1	-1	-4	1	0.8	0.1
COc1ccc(CC(=O)Oc2ccc(Cl)cc2Br)cc1S(=O)(=O)N1CCOCC1	1.8	-0.6	0	-0.9	0.4	-0.3	-2	-6	-1	-0.8	1.0
C[C@@H]1ON(C)[C@H]2C[C@H]3c4cc(N5CCN(C)CC5)ccc4CCN3C(=O)[C@@H]12	0.2	0.3	-2	-1.4	-0.6	1.5	-2	-21	-2	0.4	0.4
COc1ccc(OC)c(-n2nnnc2SCC(=O)N2CCN(C(=O)c3ccco3)CC2)c1	-1.1	2.8	3	-1.5	-2.3	-0.3	-2	0	0	-0.3	-1.4
O=C(CC1OC(=O)c2ccccc21)NC1CCCCC1 (stereo unspecified)	2.9	2.9	6	-1.3	-0.7	0.2	0	2	-5	-0.5	0.1
Cc1occc1C(=O)NNC(=S)NCC(C)C	0.6	1.9	6	-0.5	-0.8	1.2	-1	3	1	-1.0	-1.1
Cc1ccc(Cl)cc1NC(=O)COC(=O)CCN1C(=O)C2CC=CCC2C1=O (stereo unspecified)	1.4	0.0	-6	-1.2	-0.4	0.7	-5	3	4	-1.0	0.2
CC(C)=CCN1CCN(Cc2cn[nH]c2C2CCCCC2)CC1CCO (stereo unspecified)	-1.5	/	3	-1.6	-1.1	-0.2	6	4	-2	/	-0.7
O=C(c1ccccc1)N1CCCOC1c1ccccc1 (stereo unspecified)	0.0	2.9	2	-0.8	0.5	-0.2	3	2	-5	1.5	-1.7
COc1cccc(C2C(C(N)=O)=C(C)Nc3nc(CCCO)nn32)c1OC (stereo unspecified)	0.1	0.5	5	-1.6	-3.4	0.2	-3	-8	-3	1.7	2.3

Assay outcomes from PubChem BioAssay.
